# Screens from PubChem BioAssay.
# KDM5B inhibitor = blocks human KDM5B histone demethylase activity | Q9UGL1 | KDM5B demethylase, FDH-coupled NADH fluorescence (FDH is formaldehyde dehydrogenase) | Potency, µM (titrated, usually from 57.7 µM), without a hit: at the highest dose activity change, negative = inhibition, actives largely listed as inhibitors | 220,000 tested, 2.6% active | AID 1347165; active = well fitted inhibition curve with a large enough effect; inconclusive = small, poorly fitted or top-dose-only effect; inactive = no such curve, though single readings can be large or run the other way; also: 0% is about no effect; nearly all actives have a fitted effect of over 70% in size
# Target sequence (Q9UGL1 whole entry, looked up): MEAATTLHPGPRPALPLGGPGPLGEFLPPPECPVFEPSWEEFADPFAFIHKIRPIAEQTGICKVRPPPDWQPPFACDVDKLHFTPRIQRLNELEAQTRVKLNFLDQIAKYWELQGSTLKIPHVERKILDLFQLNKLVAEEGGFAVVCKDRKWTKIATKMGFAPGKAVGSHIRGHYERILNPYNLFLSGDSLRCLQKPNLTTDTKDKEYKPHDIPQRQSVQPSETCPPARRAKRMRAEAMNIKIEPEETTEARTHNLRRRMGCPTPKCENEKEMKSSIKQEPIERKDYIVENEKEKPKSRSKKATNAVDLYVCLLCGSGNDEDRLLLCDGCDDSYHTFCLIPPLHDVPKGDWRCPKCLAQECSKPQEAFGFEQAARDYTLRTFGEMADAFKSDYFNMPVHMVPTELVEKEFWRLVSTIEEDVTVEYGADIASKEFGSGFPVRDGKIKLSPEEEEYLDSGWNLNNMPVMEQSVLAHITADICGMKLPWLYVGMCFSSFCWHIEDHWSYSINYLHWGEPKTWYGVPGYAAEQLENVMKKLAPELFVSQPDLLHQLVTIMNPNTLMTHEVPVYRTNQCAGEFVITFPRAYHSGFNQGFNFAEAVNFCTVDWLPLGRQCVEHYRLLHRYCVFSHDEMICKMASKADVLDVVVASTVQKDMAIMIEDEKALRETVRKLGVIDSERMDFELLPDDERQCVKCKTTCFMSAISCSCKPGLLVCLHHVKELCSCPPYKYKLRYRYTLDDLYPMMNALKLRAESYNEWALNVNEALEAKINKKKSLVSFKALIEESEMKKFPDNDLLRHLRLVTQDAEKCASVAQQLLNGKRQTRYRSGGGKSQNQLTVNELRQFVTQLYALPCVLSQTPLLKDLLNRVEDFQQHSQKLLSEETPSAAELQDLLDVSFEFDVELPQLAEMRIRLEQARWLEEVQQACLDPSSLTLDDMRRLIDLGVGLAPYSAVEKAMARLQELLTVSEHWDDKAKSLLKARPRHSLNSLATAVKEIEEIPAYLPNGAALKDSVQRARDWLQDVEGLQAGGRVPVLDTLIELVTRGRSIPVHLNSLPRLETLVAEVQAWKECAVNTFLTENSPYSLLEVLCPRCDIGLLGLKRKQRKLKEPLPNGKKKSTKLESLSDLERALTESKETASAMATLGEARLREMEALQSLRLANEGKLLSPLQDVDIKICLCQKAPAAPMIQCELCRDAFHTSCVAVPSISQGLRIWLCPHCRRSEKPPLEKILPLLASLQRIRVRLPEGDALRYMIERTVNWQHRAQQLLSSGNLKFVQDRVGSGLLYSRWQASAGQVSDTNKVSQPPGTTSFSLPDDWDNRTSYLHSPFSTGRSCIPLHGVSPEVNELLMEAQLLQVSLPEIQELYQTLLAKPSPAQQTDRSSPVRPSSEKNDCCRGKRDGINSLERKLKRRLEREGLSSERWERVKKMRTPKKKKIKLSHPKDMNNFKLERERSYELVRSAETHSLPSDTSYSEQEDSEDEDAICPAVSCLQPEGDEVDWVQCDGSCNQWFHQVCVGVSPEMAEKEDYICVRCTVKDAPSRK
#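 qHTS format, multiple compound concentrations. Buffer 50 mM HEPES pH 7.5/0.01% Tween-20; 200 nM KDM5BΔAP final; 10 min compound preincubation; substrate-mix levels 12.5 µM peptide, 25 µM α-KG, 0.25 mM NAD⁺; 30 min RT; ΔRFU.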
# The depositor's hits bear a star; i = inactive; ? = inconclusive; [ ] = another dose, or the depositor's remark. Potency is read from the fitted curve at half-maximal effect. An excerpt (hit frequency here may not be typical).
SMILES,KDM5B inhibitor
CC(C)CCNc1nc(C(=O)OCC(=O)NC(=O)NC(C)C)cs1,-10.4%
COC(=O)C1=C(C)N=C2SC=C(CC(=O)N(C)Cc3ccco3)N2C1c1ccc(Cl)cc1 (configuration not stated),17.8µM*
CC(C)NC(=O)NC[C@H]1O[C@H](Cc2cc(COc3ccccc3)on2)CC[C@@H]1O,-5.9%[86.2 µM]
O=C(c1ccc2ccccc2c1)N(Cc1ccccc1)C1CC1,7.4%
CCCc1nnc(NC(=O)C2(c3ccc(Cl)cc3)CCC2)s1,-10.9%
Cc1ccc(C2=NN(C(=O)Cn3nnc(-c4ccccc4C)n3)C(c3ccco3)C2)cc1 (configuration not stated),1.2%
CN(C)c1ccc(CN(Cc2ccco2)C(=O)c2ccc(C(C)(C)C)cc2)cc1,?
CCOc1cccc2cc(-c3cn4c(n3)sc3ccccc34)c(=O)oc12,-26.8%
COc1cccc(CN(C)CC(=O)N2c3ccccc3NC(=O)CC2C)c1OC (configuration not stated),9.3%
COc1cc(Cl)c(C)cc1NC(=O)CCc1c(C)nc2cc(-c3cccc(F)c3)nn2c1C,-18.8%
Cc1oc(-c2ccc(Cl)cc2)cc1C(=O)Nc1nccs1,-5.2%
COc1ccc2c(c1)cc(C(=O)Nc1ccccc1OC)n2C,-7.3%
COc1ccccc1/C=C1\SC(=S)N(C(C(=O)O)c2ccccc2)C1=O (configuration not stated),-3.3%
COc1ccccc1N1CCN(CC[C@H]2CN(C(=O)NC3CCCCC3)CC[C@H]2CC(=O)O)CC1,-7.6%
COc1cccc(CN2CCC3(CCC3OC)CC2)n1 (configuration not stated),-22.7%
Cc1cnc(CCNC(=O)CC2CCCCC2)n1CC1CC1,-6.2%
CC1=C(C(=O)NCc2ccccc2C)C2(CCN(S(=O)(=O)c3cccs3)CC2)OC1=O,-17.2%
O=C(NCc1ccc(F)cc1)N1CCC(OC2CCN(Cc3ccccc3)CC2)CC1,-15.1%
O=c1oc(-c2ccc(F)cc2)nn1CC(O)COc1ccc2ccccc2c1 (configuration not stated),-11.5%
CN(Cc1cccs1)C(=O)C1CC=CCC1c1nc2ccccc2s1 (configuration not stated),4.8%

# In the list so far, these have a COOH group:
SMILES,KDM5B inhibitor
COc1ccccc1/C=C1\SC(=S)N(C(C(=O)O)c2ccccc2)C1=O (configuration not stated),-3.3%
COc1ccccc1N1CCN(CC[C@H]2CN(C(=O)NC3CCCCC3)CC[C@H]2CC(=O)O)CC1,-7.6%

# (more compounds)
SMILES,KDM5B inhibitor
O=C(OCc1ccccc1[N+](=O)[O-])c1nn(-c2ccc(F)cc2)c2c1CCC2,18.0%
CCc1nnc(CN(C)C(=O)c2cccc(CCC(C)(C)O)c2)o1,37.5%
Cc1cccc(NC(=S)N2CCN(S(C)(=O)=O)CC2)c1,18.5%
CCCCCc1ccc(-c2ccc(C3CCC(CC)CC3)cc2)nc1 (configuration not stated),20.2%
CC(C)(C)NC(=O)C(=O)NC(C)(C)C,9.9%
CCCCNC(=O)c1ccccc1NC(=O)CN(c1ccccc1)S(=O)(=O)N(C)C,-14.4%
O=C(CS(=O)CC(=O)N(CC(=O)NC1CCCC1)c1ccccc1F)Nc1ccc(F)cc1 (configuration not stated),8.8%
COc1cccc(NC(=O)CSc2nnc(-c3ccc(C)cc3)c(=O)[nH]2)c1,3.5%
O=C1[C@@H]2C[C@@H](CN2C(=O)c2ccno2)Oc2ccccc2N1CC1CC1,-21.3%[86.2 µM]
CCN(CC)c1ccc(NC(=O)CSc2nnc(C)c(=O)[nH]2)cc1,?
Cc1cc2[nH]c(=O)c(=O)[nH]c2cc1S(=O)(=O)N1CCN(c2cccc(C)c2C)CC1,?
CSc1cccc(Nc2cc(C(=O)NCCCN(Cc3ccccc3)C(C)C)c3ccccc3n2)c1,?
CCCCn1c(=O)n(-c2cc(OC)ccc2OC)c(=O)c2c3c(sc21)CN(C(C)=O)CC3,-27.7%
Cc1cc(C)cc(OCC(=O)Nc2nonc2-c2ccc(Br)cc2)c1,-22.5%
O=C(NCC(F)F)C1CCCN1c1nc2ncccc2o1 (configuration not stated),?
O=c1oc2ccc3ccccc3c2cc1-c1nnc(Nc2cc(C(F)(F)F)ccc2Cl)s1,-3.0%
CC(=O)Nc1ccc(-c2csc(N/N=C\c3ccncc3)n2)cc1,-17.7%
COc1ccc2c(c1)Cc1sc(NC(=O)c3cccc(F)c3)nc1-2,?
CCOc1ccc2c(c1)cc(C(=O)NC(C)C)n2C,2.8%
Cc1ccc(Cl)cc1N1CCN(S(=O)(=O)c2ccc3c(c2)CCCN3C(=O)C2CCC2)CC1,13.0%
N#Cc1ccc(S(=O)(=O)N2CC[C@H]3C(=O)NCCCCCCN(Cc4ccncc4)[C@@H]3C2)cc1,?
O=C(C1CCCO1)N1CCC2(CC1)NCCc1c2[nH]c2ccccc12 (configuration not stated),-8.9%
CCC(=O)N1CCC2(CC1)OCC(C(=O)NC1CC1)N2C(=O)c1cccc(OC)c1 (configuration not stated),20.0%
COc1ccc(N2CC(c3noc(-c4cc(OC)c(OC)c(OC)c4)n3)CC2=O)cc1 (configuration not stated),-26.1%
COCC(C)n1c(COc2ccccc2F)nnc1SCc1ccc(C(C)(C)C)cc1 (configuration not stated),-13.7%
Cc1cc(Nc2cccc(C(F)(F)F)c2)nc2ccc(NC(=O)c3ccc(N(C)C)cc3)cc12,?
CCOc1cc2c(cc1CNC(=O)c1ccc(Cl)c(S(N)(=O)=O)c1)OC(C)C2 (configuration not stated),8.8%
CCOC(=O)c1cc(-c2ccccc2)n(CCCC(=O)Nc2ccc(C)cc2C)c1C,?
O=C(Nc1c(NCc2ccccc2)c2ccccc2oc1=O)c1ccc(Br)cc1,8.6%
O=[N+]([O-])c1cc(C(F)(F)F)cc2nc3ccccn3c12,14.5%

# Among those listed so far, 4 contain an NH in an aromatic ring:
SMILES,KDM5B inhibitor
COc1cccc(NC(=O)CSc2nnc(-c3ccc(C)cc3)c(=O)[nH]2)c1,3.5%
CCN(CC)c1ccc(NC(=O)CSc2nnc(C)c(=O)[nH]2)cc1,?
Cc1cc2[nH]c(=O)c(=O)[nH]c2cc1S(=O)(=O)N1CCN(c2cccc(C)c2C)CC1,?
O=C(C1CCCO1)N1CCC2(CC1)NCCc1c2[nH]c2ccccc12 (configuration not stated),-8.9%

# (listing goes on)
SMILES,KDM5B inhibitor
CCOC(=O)c1ccc(NC(=O)c2ccc3c(c2)N(CC)C2CCCN2C3=O)cc1 (configuration not stated),?
Cc1ccc(NC(=O)N2CCC(OC3CCN(S(C)(=O)=O)CC3)CC2)cc1F,22.8%
Cc1ccc(OCCNC(C)C)cc1,-5.0%
CCCS(=O)(=O)N1CCc2nc(N3CCc4ccccc4C3)[nH]c(=O)c2CC1,3.3%
O=[S+]1([O-])NC2(CCCN(Cc3ccc(C(F)(F)F)cc3)C2)CNc2ccccc21 (configuration not stated),-30.9%
Cc1ccc(-c2cc(C(F)(F)F)on2)cc1S(=O)(=O)NCc1ccc(F)cc1,-22.0%
CCN(CC)S(=O)(=O)c1ccc(C(=O)Nc2ccc(C)cc2Br)cc1,5.7%
COCc1ccc(C(=O)N2CC[C@@H](NC(=O)c3cnccn3)[C@H](O)C2)s1,-11.8%
O=C(CSc1nc2ccccc2n1Cc1ccccc1Cl)NCc1ccccc1,-13.7%
COCc1nc2c(NC(=O)CC3CCCCC3)cccn2n1,-10.2%

# Ordered by SMILES length (smallest number first): part of the list above.
SMILES,KDM5B inhibitor
O=[N+]([O-])c1cc(C(F)(F)F)cc2nc3ccccn3c12,14.5%
O=C(C1CCCO1)N1CCC2(CC1)NCCc1c2[nH]c2ccccc12 (configuration not stated),-8.9%
CCCS(=O)(=O)N1CCc2nc(N3CCc4ccccc4C3)[nH]c(=O)c2CC1,3.3%

# The results go on.
SMILES,KDM5B inhibitor
CN(Cc1nccs1)C(=O)C(c1cccc(F)c1)N(C)C (configuration not stated),-10.7%
N#CNC(=Nc1cccc(C(F)(F)F)c1)SCc1ccc(C(=O)O)cc1,-2.7%
COc1ccc(-c2nn(-c3ccc(F)cc3F)c3c2cnc2ccc(F)cc23)cc1,-12.7%
COc1cccc2sc(N(Cc3cccnc3)C(=O)Cc3ccccc3)nc12,?
COc1ccc(-c2cc(N3CCCC(NC(=O)c4nccc5ccccc45)C3)n[nH]2)cc1 (configuration not stated),?
COc1ccccc1NC(=O)CSc1nnc2c3ccccc3n(C(C)C)c2n1,-10.4%
CCOc1ccccc1CNC(=O)[C@@H]1CN(S(C)(=O)=O)C[C@H]1c1ccncc1,-4.4%
Nc1cccc(S(=O)(=O)Nc2ccc(Br)cc2)c1,15.8%
COc1ccc(C(=O)N[C@@H]2CCC[C@@H]2C(=O)N2CCN(c3cccc(OC)c3)CC2)cc1,-11.5%
O=C(CSc1ncnc2nc[nH]c12)Nc1ccc(Cl)cc1,8.6%
OC(c1nc(Nc2cccc(F)c2)n[nH]1)C1CC1 (configuration not stated),3.6%[115 µM]
O=C1Nc2ccccc2CC12CN(CC1CCNCC1)C2,95.5%[activator][149 µM]
Cc1cccc(OCC2(CNS(=O)(=O)c3ccc(F)cc3)C[C@@H](O)[C@@H](O)C2)n1 (some centres not stated),-25.5%
Cc1cccc(Oc2coc3cc(OCc4ccc(F)cc4)ccc3c2=O)c1,13.1%
Cc1noc(-c2ccn3c(CNC(=O)c4ccc(F)cc4Cl)nnc3c2)n1,i
COc1ccc(CCNC(=O)CCSc2nc(Cl)nc3nc[nH]c23)cc1OC,-19.1%
Cc1ccc(Nc2nc(-c3ccc(S(=O)(=O)N4CCCCC4)cc3)cs2)cc1C,19.5%
COc1ccccc1-c1nc(CNC(=O)NC2CCCCC2)c(C)o1,?
O=C(CC1CCCO1)NC(c1ccccc1)C1CC1 (configuration not stated),21.5%
Cc1ccc2cccc(NC(=O)C(C)Oc3ccc(C(C)C)cc3)c2n1 (configuration not stated),-27.4%
COCCCn1c(=N)c(C(=O)NC2CCCCC2)cc2c(=O)n3ccccc3nc21,?
CCn1cc2nc(SCc3cccc(C(F)(F)F)c3)n(Cc3ccc(Cl)cc3)c(=O)c2n1,-19.8%
O=C(O)c1ccccc1S(=O)(=O)Cc1ccc(F)cc1,16.0%
CCOc1ccc(C(C)=O)cc1COC(=O)C(C)N=C1NS(=O)(=O)c2ccccc21 (configuration not stated),-9.6%
O=S(=O)(Cc1ccccc1)N1C[C@@H](F)[C@@H](OCc2nc3ccccc3o2)C1,-17.0%[86.2 µM]
COc1ccc(CCNC(=O)CCSc2nc(Cl)nc3nc[nH]c23)cc1,1.9%
O=C1CCCC2=C1C(c1ccc(Cl)c(Cl)c1)C1=C(CCCC1=O)O2,-10.5%
O=C(CN1CCc2ccccc2C1)N1N=C(c2ccco2)CC1c1cccs1 (configuration not stated),-21.7%
CNC(=O)[C@H]1C[C@H](Oc2ccccc2)CN1C(=O)NCc1ccc(F)cc1,-8.1%
CCCc1ccc(S(=O)(=O)N2CCCC(Cn3c(C)nc4cccnc43)C2)cc1 (configuration not stated),-1.4%
Cc1nn(-c2ccccc2)c(C)c1CN(C)C(=O)CNC(=O)c1ccc(Cl)cc1,-4.3%
CC(=O)c1cc2c(cc1NC(=O)c1ccco1)OCCO2,-18.2%
CN1CCN(c2oc(-c3ccccc3)nc2S(=O)(=O)c2ccc3c(c2)OCCO3)CC1,13.1%
CN(C)CCN(Cc1ccccc1)Cc1ccccc1,18.6%
COCCCN(C)Cc1cccc(C#N)c1,-5.6%
Cc1[nH]c2ccccc2c1SCc1nnc(SCc2ccccc2)n1C,32.8%
CNC(=O)[C@@H]1CN(C(=O)c2ccc3ncccc3c2)C[C@H]1c1n[nH]c(C)n1,-14.2%
CCN1c2ccccc2-c2nc(SCC(=O)Nc3cc(F)ccc3F)ncc2S1(=O)=O,?
CSc1ncc(C(=O)NCc2ccc(C)cc2)c(C)n1,-13.6%
O=C(Nc1ccc2c(N3CCCC3)ncnc2c1)c1cccc(Br)c1,?
COc1ccc(-n2c(SCC3CCCCO3)nnc2-c2ccccc2OC)cc1 (configuration not stated),12.2%
Cn1c(=O)c2c(nc(CN3CCN(Cc4ccccc4)CC3)n2Cc2ccc(Cl)cc2)n(C)c1=O,18.1%
COCc1cc(CNC(=O)CC(c2ccccc2)c2ccccc2Cl)[nH]n1 (configuration not stated),24.7%
O=C(OCC(=O)c1c[nH]c2ccccc12)c1ccc2ccccc2n1,-4.7%
COc1cc(-c2cc(C(=O)O)c3ccccc3n2)cc(OC)c1OC,-5.5%
O=C(c1ccccc1Br)N1CCC(c2nc3ccccc3o2)CC1,-8.3%
Cc1ccc(-n2ncc3c2CC(C)(C)CC3NS(=O)(=O)c2cn(C)cn2)cc1 (configuration not stated),10.9%
O=C(c1ccccc1F)N1CCC2(CC1)C(=O)NN=C2c1cccnc1,-19.4%
O=C(CC1CCOCC1)Nc1ccccc1,-11.7%
O=C(NC1CCN(Cc2ccc(F)cc2)CC1)c1cccs1,-9.1%

# (cont.)
SMILES,KDM5B inhibitor
COc1ccc(N2CCN(C(=O)C3CCN(c4nc5ccc(C)cc5[nH]4)CC3)CC2)cc1,3.8%
Cc1noc(C)c1CN1C[C@@H]2C(C(=O)Nc3ccccc3)=NO[C@@H]2C1,-19.2%[86.2 µM]
CCc1nc(-c2c3n(c(=O)n(CC(=O)NCc4ccc(Cl)cc4)c2=O)CCCC3)no1,8.0%
Clc1ccc(CNC2(Cc3cc(COc4ccccc4)on3)COC2)cc1,4.8%[86.2 µM]
O=C(c1ccc(Cl)cc1)N1CCC(c2ccncc2)CC1,-5.4%
COc1ccc(NC(=O)N2CCCCCC2c2nc(-c3cccnc3)no2)cc1 (configuration not stated),-16.2%
COc1ccc(OC)c(NC(=O)Cn2nc3ccc(SC4CCCCC4)nn3c2=O)c1,-0.6%
C=CCNc1nc(C(=O)OCC(=O)c2ccc(C3CCCCC3)cc2)cs1,-11.4%
CCOC(=O)c1cc(NCc2ccccc2)ccc1N1CCOCC1,?
O=C(NC[C@H]1O[C@H](Cc2cc(CN3CCOCC3)on2)CC[C@@H]1O)N1CCOCC1,19.0%[86.2 µM]
CCCCCCCCCCSCCC(=O)O,6.7%
